High-throughput results deposited in PubChem BioAssay by The Scripps Research Institute Molecular Screening Center.
OXTR ag – activates the human oxytocin receptor | P30559 | activation, % at 3 µM | CHO-OTR cells, Fluo-8 calcium fluorescence; normalized: DMSO 0%, oxytocin 100% | 0.32% of 320,000 active | AID 2435;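 active means activation above the mean of all tested compounds plus 3 SD, cutoff set per screening run, cut at about 20% in these data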;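 further: peak over basal fluorescence ratio from a 100 s FLIPR kinetic read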
Target sequence (P30559 whole entry, looked up): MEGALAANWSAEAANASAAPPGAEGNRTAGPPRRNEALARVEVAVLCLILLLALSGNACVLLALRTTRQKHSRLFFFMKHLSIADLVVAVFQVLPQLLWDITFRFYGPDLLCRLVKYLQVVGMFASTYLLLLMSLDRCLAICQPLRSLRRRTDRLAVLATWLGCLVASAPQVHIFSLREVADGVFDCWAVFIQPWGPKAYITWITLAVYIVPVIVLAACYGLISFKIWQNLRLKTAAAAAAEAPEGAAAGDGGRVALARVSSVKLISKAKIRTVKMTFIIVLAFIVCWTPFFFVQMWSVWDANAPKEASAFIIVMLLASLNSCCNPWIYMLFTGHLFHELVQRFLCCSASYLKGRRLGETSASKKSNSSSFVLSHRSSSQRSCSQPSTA
M1 ag parental – counter-screen for M1 agonists: effect in parental CHO-K1 cells. 0.48% of 360,000 active. activation, % at 3 µM. Fluo-8 calcium fluorescence; scaled to maximal ATP response, vehicle zero. AID 602248; in the data active means activation above about 15%;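 further: untransfected CHO-K1 host cells lacking M1 receptor as counterscreen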
OXTR potentiate – potentiates the human oxytocin receptor response. P30559. CHO-OTR cells, Fluo-8 calcium fluorescence, potentiator mode; 0% = oxytocin EC15, 100% = EC100. 0.061% of 320,000 active. activation, % at 3 µM. AID 2445;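 active means activation above that plate's cutoff, the mean activation of tested compounds plus 3 SD, cut at about 6.6% in these data, passing the limit was not always enough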;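 further: 100% uses oxytocin at 75 nM as the full agonist control; some results filed as inactive read as strong as hits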
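Dosing: Single dose, 3.0 µM nominal final compound concentration | Material: Human OTR in CHO cells | Technique: Kinetic Fluo-8 calcium fluorescence | Benchmarks: EC15 oxytocin alone as 0%, 75 nM oxytocin as 100% | Probe or stimulus: Oxytocin at about EC15, sub-maximal agonist stimulus | Incubation: Compound 6 min at room temperature before oxytocin, 100 s read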
GPR7 antagonist – blocks human GPR7 receptor signaling; GPR7-expressing cells, fluorescence antagonist assay; inhibition, % at 4.4 µM; AID 1861; 1.1% of 290,000 active; in the data active means inhibition above about 16%, passing the limit was not always enough;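 further: cells stimulated with the agonist NPW; 0% = agonist with vehicle and 100% = vehicle without agonist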
V1R ag counter – activates human V1a receptor in oxytocin agonist counter-screen. P37288. CHO-V1R cells, Fluo-8 calcium fluorescence, agonist mode; 0% DMSO, 100% 3 nM vasopressin. activation, % at 3 µM. 0.25% of 320,000 active;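 active means activation above the mean activation of all tested compounds plus 3 SD, per screening run, cut at about 20% in these data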;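 further: signal is peak over basal fluorescence ratio across a 100 second FLIPR read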
CHO-K1 Ca antag – M1 antagonist counterscreen hit in parental CHO-K1 cells | ATP-induced calcium, Fluo-8 fluorescence | inhibition, % at 3 µM | 0.6% of 360,000 active | AID 602250;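 active means inhibition above a per-plate cutoff, the plate's mean sample inhibition plus 3 SD, cut at about 24% in these data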;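 further: 0% = DMSO plus EC80 ATP and 100% = DMSO alone without ATP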
TAAR1 antag – antagonists of human TAAR1; Q96RJ0; CHO RD-HGA16 TAAR1, Fluo-8 calcium fluorescence, antagonist; inhibition, % at 3 µM; 1.5% of 360,000 active;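 active means inhibition above a per-plate cutoff, the mean inhibition of test compounds on that plate plus 3 SD, cut at about 49% in these data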;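 further: 0% = DMSO plus EC80 beta-PEA response and 100% = DMSO alone without agonist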
Target sequence (Q96RJ0 whole entry, looked up): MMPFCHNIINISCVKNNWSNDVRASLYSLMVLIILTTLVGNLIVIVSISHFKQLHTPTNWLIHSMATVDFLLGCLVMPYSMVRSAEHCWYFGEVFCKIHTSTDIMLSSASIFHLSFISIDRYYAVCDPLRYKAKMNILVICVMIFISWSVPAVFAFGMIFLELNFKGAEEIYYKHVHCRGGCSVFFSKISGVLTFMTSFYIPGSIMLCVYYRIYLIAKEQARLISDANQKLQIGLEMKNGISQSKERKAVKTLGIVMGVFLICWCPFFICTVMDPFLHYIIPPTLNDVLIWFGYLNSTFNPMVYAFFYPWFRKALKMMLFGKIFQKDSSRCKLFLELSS
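Assay system: RD-HGA16 CHO cells with stable hTAAR1 and Gα16 / Reagent: EC80 β-phenethylamine stimulus / Doses: 3 µM, single point / Timing: dye loading 75 min at 37 °C, then 30 min room temperature / Measured by: Fluo-8 intracellular calcium dye fluorescence, real-time kinetic reads / Controls: vehicle wells and EC80 agonist wells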
CHO parental Ca – counter-screen: ATP calcium response change in parental CHO cells | 0.63% of 330,000 active | inhibition, % at 5.6 µM | AID 463079 | parental CHO-K1, ATP-induced calcium, Fluo-8 fluorescence;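 active means inhibition above that plate's mean sample inhibition plus 3 SD, cut at about 26% in these data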;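 further: 0% = ATP-challenged DMSO wells and 100% = DMSO wells without ATP; some compounds past the cut are filed as inactive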
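material = parental CHO cells | also added = ATP as calcium-mobilizing challenge | dosing = single point at 5.6 µM | detection = intracellular calcium via Fluo-8 no-wash fluorescent dye | read-out = % inhibition | benchmarks = low control ATP plus DMSO, high control DMSO only | repeats = one well per compound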
M1 PAM parental – M1 PAM counterscreen hit in parental CHO-K1 cells. ATP EC20, Fluo-8 calcium fluorescence; 0% at ATP EC20, 100% at ATP max. activation, % at 3 µM. 0.02% of 360,000 active;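 active means activation above the run cutoff, the mean activation of all test compounds plus 3 SD, cut at about 40% in these data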;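 further: peak over basal fluorescence ratio in a 140 s read after ATP addition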
* marks the source's active call; other numbers are inactive results; . = no result given.

SMILES	OXTR ag	M1 ag parental	OXTR potentiate	GPR7 antagonist	V1R ag counter	CHO-K1 Ca antag	TAAR1 antag	CHO parental Ca	M1 PAM parental
COc1ccc(S(=O)(=O)N(C)C[C@H]2Oc3cc(Br)ccc3S(=O)(=O)N([C@H](C)CO)C[C@H]2C)cc1	.	2.0	.	.	.	-3	19	.	8
CCOC(=O)N/N=C1\CCS(=O)(=O)c2ccc(Cl)cc21	-0.6	0.7	2	0	-0.8	-13	-19	-14	29
COC(=O)[C@@H](Cc1c[nH]c2ccccc12)NC(=O)CCC(=O)c1ccc(F)cc1	0.1	1.2	-7	22	0.5	2	-3	-14	0
Cn1c(N)c(N2CCN(c3ccccc3)CC2)c(=O)[nH]c1=O	-0.7	-0.6	-17	0	0.4	1	9	-5	-7
COCC1CCN(C(=O)c2ccc3oc(Cc4ccc(Cl)cc4)nc3c2)C1 (stereo unspecified)	-0.2	2.0	-1	-9	2.1	9	-23	-7	-1
O=C(Nc1cc([N+](=O)[O-])c2[nH]c(=O)c3ccccc3c2c1)C(F)(F)F	.	-0.4	.	.	.	0	-17	.	-16
CCNC(=S)SCCOc1ccc(C)cc1	-1.5	0.0	-2	-10	1.1	0	1	1	-4
CC(CCCCCCCCC(=O)O)N(CCO)C(=O)OC(C)(C)C (stereo unspecified)	0.1	0.4	0	.	-0.4	-13	2	9	7
c1cncc(-c2nc(NCc3ccco3)c3ccccc3n2)c1	0.7	0.9	-6	-10	1.3	-1	11	-11	16
O=C(CSc1nc2ccccc2o1)Nc1cc(C(F)(F)F)ccc1N1CCOCC1	-0.9	0.6	-5	-1	-0.2	0	21	-15	9
COc1ccc2nc(C)cc(Nc3ccc(N4CCOCC4)cc3)c2c1	-1.7	-0.3	-4	-12	-1.3	-2	-13	-7	5
Cc1ccc(NC(=O)COC(=O)C2CC2C)c(S(=O)(=O)N2CCCCC2)c1 (stereo unspecified)	1.9	0.9	-4	-8	3.2	2	9	-18	-7
CCNC(=O)Cn1cc(C#N)c2ccccc21	1.6	0.4	-4	4	1.0	-11	-8	-13	17
CCN(CC(=O)Nc1c(F)cccc1F)C(=O)c1c(-c2ccccc2Cl)noc1C	.	0.1	.	.	.	-7	3	.	8
CS(=O)(=O)N(CC(=O)NC1CCCCC1)Cc1ccc(Cl)cc1	0.3	-0.1	-5	0	0.1	7	0	-16	-10
CCOc1ccc(NC(=O)CSc2nc(C3CC3)nc3ccccc23)cc1	-0.3	0.4	4	-3	0.4	7	-6	-19	14
Cc1cccc(NC(=O)CSc2nc(N)cc(N)n2)c1	2.7	0.5	-8	-8	1.4	-5	-10	0	8
CC(C)CC1NC(=S)N(Cc2ccccc2)C1=O (stereo unspecified)	-2.1	0.4	-4	-10	0.2	-16	-2	-14	24
O=C(Cn1cnc2ccccc2c1=O)N1CCN(S(=O)(=O)c2ccc(F)cc2)CC1	0.3	0.5	-2	.	0.6	2	-8	-21	-1
COC(=O)c1cccc(NC(=O)c2onc3c2CCCC3)c1	-2.0	0.1	5	-7	0.3	-9	5	-20	17
Cn1cccc1/C=N/N1CCN(c2ccccc2)CC1	0.9	1.0	-3	-1	1.8	-10	-5	-23	18
Cc1cccc(/C(N)=N/OC(=O)c2cccc3ccccc23)c1	-0.2	0.3	-5	-9	-0.5	3	-20	-5	-13
COc1ccc(CNC(=O)C/C(C)=N/NC(=O)C23CC4CC(CC(C4)C2)C3)cc1	-1.8	0.8	-8	-10	-0.4	4	3	-13	0
CN1CCN(C2=NC(=O)/C(=C/c3ccccc3OS(=O)(=O)c3ccccc3)S2)CC1	2.6	1.8	-7	3	0.8	-5	-9	0	9
O=C(NCc1cccnc1)C(=O)NC1CCCCC1	-0.5	1.3	2	5	-0.8	-1	-8	-7	9
CCOC(=O)c1c(NC(=O)c2ccccc2)sc2c(O)c(CN(CC)CC)ccc12	-1.1	-0.5	-3	-5	-1.0	0	-4	0	4
Cc1ccc(S(=O)(=O)n2nc(OC(=O)c3cccc(F)c3)cc2N)cc1	6.2	0.2	-5	5	0.1	-10	9	-3	8
CCc1ccc(Nc2nnc(SCC(=O)Nc3sccc3C(N)=O)s2)cc1	-0.9	5.0	-7	-9	1.1	-1	39	-25	25
CCS(=O)(=O)Nc1cccc(C2=NN(C(=O)c3ccco3)C(c3ccco3)C2)c1 (stereo unspecified)	-1.0	0.3	-6	8	1.3	-7	-42	3	13
O=C(Nc1ccc(N2CCN(C(=O)c3ccco3)CC2)cc1)c1ccccc1	0.2	2.9	0	16	0.2	-8	-8	-2	-6

At a glance, some entries already given:
SMILES	OXTR ag	M1 ag parental	OXTR potentiate	GPR7 antagonist	V1R ag counter	CHO-K1 Ca antag	TAAR1 antag	CHO parental Ca	M1 PAM parental
COC(=O)c1cccc(NC(=O)c2onc3c2CCCC3)c1	-2.0	0.1	5	-7	0.3	-9	5	-20	17
Cn1cccc1/C=N/N1CCN(c2ccccc2)CC1	0.9	1.0	-3	-1	1.8	-10	-5	-23	18
Cc1cccc(/C(N)=N/OC(=O)c2cccc3ccccc23)c1	-0.2	0.3	-5	-9	-0.5	3	-20	-5	-13
COc1ccc(CNC(=O)C/C(C)=N/NC(=O)C23CC4CC(CC(C4)C2)C3)cc1	-1.8	0.8	-8	-10	-0.4	4	3	-13	0
CN1CCN(C2=NC(=O)/C(=C/c3ccccc3OS(=O)(=O)c3ccccc3)S2)CC1	2.6	1.8	-7	3	0.8	-5	-9	0	9
O=C(NCc1cccnc1)C(=O)NC1CCCCC1	-0.5	1.3	2	5	-0.8	-1	-8	-7	9
CCOC(=O)c1c(NC(=O)c2ccccc2)sc2c(O)c(CN(CC)CC)ccc12	-1.1	-0.5	-3	-5	-1.0	0	-4	0	4
Cc1ccc(S(=O)(=O)n2nc(OC(=O)c3cccc(F)c3)cc2N)cc1	6.2	0.2	-5	5	0.1	-10	9	-3	8
CCc1ccc(Nc2nnc(SCC(=O)Nc3sccc3C(N)=O)s2)cc1	-0.9	5.0	-7	-9	1.1	-1	39	-25	25
CCS(=O)(=O)Nc1cccc(C2=NN(C(=O)c3ccco3)C(c3ccco3)C2)c1 (stereo unspecified)	-1.0	0.3	-6	8	1.3	-7	-42	3	13
O=C(Nc1ccc(N2CCN(C(=O)c3ccco3)CC2)cc1)c1ccccc1	0.2	2.9	0	16	0.2	-8	-8	-2	-6

More results:
SMILES	OXTR ag	M1 ag parental	OXTR potentiate	GPR7 antagonist	V1R ag counter	CHO-K1 Ca antag	TAAR1 antag	CHO parental Ca	M1 PAM parental
CCN(CC)c1ccc(NC(=O)CSc2n[nH]c(-c3ccco3)n2)cc1	-0.5	0.6	-10	.	-1.3	-5	-6	-14	4
O=C(O)c1ccc2nc(-c3ccccc3)sc2c1	0.8	-0.1	-5	-8	0.2	29*	-16	7	-17
N#Cc1c(Nc2ccccc2)sc(C(=O)c2ccccc2)c1N	-2.2	-0.5	-10	-15	-0.1	15	6	-29	-7
O=C(CCc1ccc(S(=O)(=O)N2CCOCC2)cc1)Nc1cc(Cl)ccc1N1CCOCC1	0.7	1.5	-11	6	0.9	1	-4	-17	6
Cc1c(NC(=O)COC(=O)CCC(=O)c2ccc(Cl)cc2)c(=O)n(-c2ccccc2)n1C	2.3	1.4	4	-8	2.6	0	-8	-13	-5
Cc1ccc2oc(-c3ccc(NC(=O)c4ccc5c(c4)OCO5)cc3)nc2c1	0.9	0.5	1	4	1.7	0	-9	3	6
Cc1ccc(C)c(S(=O)(=O)N(C)c2ccc(OC(=O)CN3C(=O)NC4(CCCC4)C3=O)cc2)c1	.	4.2	.	.	.	-3	19	.	4
Cc1nnc(-c2cnn(C)c2N)n1CCCN(C)C	0.3	5.8	-8	-14	0.1	-11	-2	-4	11
CC(C)OC(=O)COc1ccc(-c2ccccc2)cc1	-0.1	0.1	-6	-6	0.3	19	-1	-5	-6
N#Cc1cccc(S(=O)(=O)NCC(=O)OCC(=O)NCc2ccccc2)c1	0.0	2.3	-6	.	0.3	4	4	-9	-4
Cc1noc(C)c1S(=O)(=O)N(Cc1ccccc1)C(C)C	-2.6	-0.2	-3	-14	-2.3	-9	1	-18	2
COc1cccc(/C=N/NC(=O)c2[nH]c(C)c(C(=O)N/N=C/c3cccc(OC)c3O)c2C)c1O	-1.2	1.0	-11	0	0.0	6	-5	-7	-9
Cc1ccsc1C(=O)N1CCCC(C(=O)c2cc(F)ccc2F)C1 (stereo unspecified)	0.2	1.6	-7	0	1.7	-13	-52	5	16
Cc1nc2cccc(C(=O)NCc3ccccc3)c2o1	0.7	0.4	-2	-11	0.9	0	-9	-7	15
COc1ccc([N+](=O)[O-])cc1NC(=O)Nc1cccc(Cl)c1	6.6	2.9	-14	-1	8.2	-13	25	19	13
O=[N+]([O-])c1ccc2nc(-c3ccccc3)n(OCc3ccc(Cl)cc3)c2c1	-0.2	1.6	-5	5	1.2	-1	2	-4	11
CCOc1cc(NC(=O)c2ccco2)c(OCC)cc1NC(=O)c1cc(OC)c(OC)c(OC)c1	-1.9	2.8	-7	-8	-0.5	-11	11	-16	17
O=C(Cc1cccc(NC(=O)C2CCN(C(=O)C3CCCC3)CC2)c1)Nc1cccc(C(=O)N2CCOCC2)c1	.	-0.1	.	.	.	-15	4	.	6
CN1/C(=C\C(=O)c2cccc([N+](=O)[O-])c2)Sc2ccccc21	-1.1	-0.1	-2	-4	-0.5	-16	12	-8	9
O=C(NCC1CCCN1S(=O)(=O)c1cccs1)c1cccc(F)c1 (stereo unspecified)	0.2	1.0	-10	.	0.3	-7	-7	6	7
Cc1sc2ncnc(OCC(=O)N3CC(=O)Nc4ccccc43)c2c1C	-0.3	1.0	-2	5	-0.5	-8	-14	-9	-1
O=C(N/N=C\c1ccccn1)c1cccc(C(=O)N/N=C\c2ccccn2)n1	0.7	2.3	-6	.	-0.1	-1	7	-19	9
CN(C)CCn1c(=O)n(-c2ccc(F)cc2)c(=O)c2c3c(sc21)CCCCC3	0.6	1.1	-2	-9	0.5	-6	-2	-13	16
